Gli-Sufu block: Gli-Sufu pathway antagonism; Sufu-KO-LIGHT fibroblasts, Gli luciferase reporter luminescence; inhibition, % at 5 µM; 340,000 tested, 0.74% active; AID 588413;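 active = inhibition above about 55%, limit read from the data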;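 note: 0% = DMSO-treated cells and 100% = wells with medium but no cells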
EBI2 block: blocks human EBI2 receptor beta-arrestin signaling; EBI2 beta-arrestin recruitment, luminescence, 7a,25-OHC stimulated; inhibition, % at 5 µM; 360,000 tested, 0.81% active; in the data active = inhibition above about 38%;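 note: enzyme fragment complementation signal reports receptor beta-arrestin coupling in cells; 0% = agonist plus DMSO wells and 100% = wells without agonist; some results beyond the cut were filed as inactive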
697 NFkB inh: lowers PMA/ionomycin-induced NF-kB signal in 697 B cells. inhibition, % at 4 µM. 697 B-cell NF-kB luciferase reporter, 16 h. 330,000 tested, 0.33% active; in the data active = inhibition above about 35%
Jurkat NFkB inh: lowers PMA/ionomycin-induced NF-kB signal in Jurkat cells; inhibition, % at 4 µM; PMA/ionomycin-induced NF-kB luciferase reporter, luminescence; 330,000 tested, 0.53% active
Apaf1 inhib: human Apaf-1 inhibition. reconstituted apoptosome caspase-3 activity, DEVD-Rh110 fluorescence. inhibition, % at 20 µM. O14727. 330,000 tested, 0.71% active; active = inhibition of at least 40% at 20 µM;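 note: plate controls were DMSO wells for no effect and DEVD-CHO caspase inhibitor wells for full effect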
Target sequence (O14727 whole entry, looked up): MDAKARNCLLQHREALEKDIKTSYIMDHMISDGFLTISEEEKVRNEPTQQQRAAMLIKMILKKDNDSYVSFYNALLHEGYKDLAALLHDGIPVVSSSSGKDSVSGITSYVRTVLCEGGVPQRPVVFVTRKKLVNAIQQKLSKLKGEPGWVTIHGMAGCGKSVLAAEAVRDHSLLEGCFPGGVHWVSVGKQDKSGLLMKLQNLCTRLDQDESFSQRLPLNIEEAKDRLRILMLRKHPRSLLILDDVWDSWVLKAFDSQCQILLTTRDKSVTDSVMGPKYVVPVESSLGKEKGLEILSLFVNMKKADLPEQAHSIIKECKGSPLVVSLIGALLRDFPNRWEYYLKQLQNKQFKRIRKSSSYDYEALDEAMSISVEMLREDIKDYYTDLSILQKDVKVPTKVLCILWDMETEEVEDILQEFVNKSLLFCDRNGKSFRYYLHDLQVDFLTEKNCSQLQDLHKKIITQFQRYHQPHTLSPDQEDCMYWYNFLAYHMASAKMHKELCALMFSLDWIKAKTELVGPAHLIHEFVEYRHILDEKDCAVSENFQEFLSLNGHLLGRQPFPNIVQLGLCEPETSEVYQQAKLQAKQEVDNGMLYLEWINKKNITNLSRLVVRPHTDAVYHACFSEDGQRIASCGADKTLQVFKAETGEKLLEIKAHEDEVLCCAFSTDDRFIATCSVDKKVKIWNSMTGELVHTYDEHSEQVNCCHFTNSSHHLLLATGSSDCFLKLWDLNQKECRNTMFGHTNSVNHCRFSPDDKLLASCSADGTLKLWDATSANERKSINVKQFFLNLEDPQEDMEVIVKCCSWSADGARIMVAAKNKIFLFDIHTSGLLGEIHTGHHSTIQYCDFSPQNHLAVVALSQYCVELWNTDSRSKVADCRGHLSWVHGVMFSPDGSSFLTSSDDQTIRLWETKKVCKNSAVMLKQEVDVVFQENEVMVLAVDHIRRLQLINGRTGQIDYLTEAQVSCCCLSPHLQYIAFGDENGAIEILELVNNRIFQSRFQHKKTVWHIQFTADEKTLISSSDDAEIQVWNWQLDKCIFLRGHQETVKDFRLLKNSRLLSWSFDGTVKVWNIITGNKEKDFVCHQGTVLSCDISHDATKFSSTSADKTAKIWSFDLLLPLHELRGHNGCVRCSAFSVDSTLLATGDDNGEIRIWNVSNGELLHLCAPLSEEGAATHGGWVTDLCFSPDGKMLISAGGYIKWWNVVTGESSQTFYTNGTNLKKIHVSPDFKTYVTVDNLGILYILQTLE
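Material: biochemical Apaf-1 apoptosome reconstitution. Medium: Hepes buffer, pH 7.5. Also added: cytochrome c activation, bis-DEVD rhodamine 110 substrate. Timing: 30 min compound preincubation, 50 min activation, room temperature. Measured by: rhodamine 110 fluorescence at Ex 480/Em 540 nm.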
UBC13 polyUb: inhibitors of human UBC13 polyubiquitin chain formation; P61088; TR-FRET; inhibition, % at 20 µM; 330,000 tested, 0.47% active; in the data active = inhibition above about 45%, passing the limit was not always enough
CCR6 antag: antagonists of human CCR6 receptor | P51684 | CHO-K1 CCR6 PathHunter beta-arrestin, luminescence, CCL20-stimulated | inhibition, % at 20 µM | AID 493098 | 340,000 tested, 0.49% active;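 active = compounds whose inhibition of the agonist-driven luminescence signal at 20 µM reaches about 50%, limit read from the data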;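 note: cells stimulated with CCL20 at 14 nM final; plate controls were DMSO with CCL20 for no effect and DMSO without agonist for full effect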
SENP8 block: SENP8 protease inhibition; Q96LD8; purified SENP8, Z-RLRGG-aminoluciferin cleavage, luminescence; inhibition, % at 10 µM; 330,000 tested, 1.2% active; AID 2540
The depositor's hits bear a star; · = not tested or not shown; & = joins results of further samples. Cut-off read from the data, not from the text of the source, unless noted: active = inhibition above about 50%; inactive = the rest. This is a subset. The share of hits here may be higher or lower than overall.

[1] CCCc1ccc(OCCNC(C)=O)cc1
[2] CCOC(=O)c1ccc(N=c2sc(C(=O)OC)cc(=O)n2CCCN2CCOCC2)cc1
[3] O=S(=O)(/N=C(/c1ccccc1)N1CCOCC1)c1ccc(F)cc1
[4] COc1ccc(CNC(=O)/C(C)=C\C(=O)O)cc1
[5] COC(=O)c1ccccc1NC(=O)C1(S(=O)(=O)c2ccc(Cl)cc2)CC1
[6] Cc1cc(C(=O)NNc2ccccc2F)no1
[7] O=C(Nc1ccc(Br)cc1)c1cccn1-c1ncc(C(F)(F)F)cc1Cl
[8] Cn1c(=O)c2c(ncn2CC(COCc2ccccc2)OCc2ccccc2)n(C)c1=O (centres undefined)
[9] Cn1cnc([N+](=O)[O-])c1Sc1ccc(Br)cc1
[10] O=C1Nc2ccccc2C(=O)N2CCCCC12 (centres undefined)

Assay by compound,1,2,3,4,5,6,7,8,9,10
Gli-Sufu block,4,12&-7,-14,4,51,7,1,-4,0,-7
EBI2 block,-1,68*,-1,-5,-1,0,0,-2,-18,-7
697 NFkB inh,9,4,-5,9,9,13,21,-7,28,0
Jurkat NFkB inh,-17,0,-20,-8,10,22,-11,6,14,-3
Apaf1 inhib,-9,0,8,-4,8,-14,12,-7,-2,-9
UBC13 polyUb,11,17,-2,9,-6,2,-3,6,-16,6
CCR6 antag,-2,10&9,7,2,20,4,-5,14,4,5
SENP8 block,-6,3,-11,5,10,1,-4,-4,-8,5

[11] O=C(/C=C/c1cccs1)N1CCN(c2ccc(F)cc2)CC1
[12] Cc1ccc(NC(=O)COc2ccc3oc4c(c3c2)CCCC4)nc1
[13] CCOC(=O)C1C(c2ccc([N+](=O)[O-])cc2)C2C(=O)NN=C2CC1(C)O (centres undefined)
[14] C=Cc1ccc(C(=O)N2CCCC(CCC(=O)N3CCN(c4ccccn4)CC3)C2)cc1 (centres undefined)
[15] O=C(COC(=O)Cc1c(Cl)cccc1Cl)NCc1ccco1
[16] Cc1ccc(S(=O)(=O)N(C)c2ccc(C(=O)NCCc3ccccc3)cc2)cc1
[17] COc1ccc(OC)c(NS(=O)(=O)c2ccc(Br)s2)c1
[18] CN1c2ccccc2C(O)=C(C(=O)Nc2ccccc2)S1(=O)=O
[19] O=C(NNC(=O)c1ccc(F)cc1)c1ccncc1
[20] C=CCn1c(SCC(=O)NCC(=O)OCC)nnc1-c1ccccn1

Assay by compound,11,12,13,14,15,16,17,18,19,20
Gli-Sufu block,2,-3,3,-3,-11,-23,·,-17,-4,2
EBI2 block,55*,6,-8,10,-1,3,·,0,1,-11
697 NFkB inh,-5,10,4,9,15,-9,-18,-25,4,13
Jurkat NFkB inh,18,-4,7,2,-47,-11,10,-14,-4,17
Apaf1 inhib,5,-9,-9,11,-2,17,6,15,-16,-16
UBC13 polyUb,2,-2,2,5,6,-3,-2,-14,5,8
CCR6 antag,22,-15,9,13,-1,20,·,4,10,0
SENP8 block,-4,-8,5,0,2,2,-7,8,0,2

Three entries already listed, ordered by the number in CCR6 antag, largest number first:
| item | SMILES | EBI2 block | 697 NFkB inh | Jurkat NFkB inh | UBC13 polyUb | CCR6 antag |
| --- | --- | --- | --- | --- | --- | --- |
| 16 | Cc1ccc(S(=O)(=O)N(C)c2ccc(C(=O)NCCc3ccccc3)cc2)cc1 | 3 | -9 | -11 | -3 | 20 |
| 14 | C=Cc1ccc(C(=O)N2CCCC(CCC(=O)N3CCN(c4ccccn4)CC3)C2)cc1 (centres undefined) | 10 | 9 | 2 | 5 | 13 |
| 12 | Cc1ccc(NC(=O)COc2ccc3oc4c(c3c2)CCCC4)nc1 | 6 | 10 | -4 | -2 | -15 |

Remaining list, next part:
[21] CCCC[C@@H]1C[C@H]1[C@@H](NC(=O)c1cccs1)c1ccc(C(F)(F)F)cc1
[22] COC(=O)C1=C(C)NC(C)=C(C(=O)OC)C1c1ccc(C)o1
[23] Cc1nnc(SCC(=O)N(C)CC(=O)Nc2ccccc2Cl)s1
[24] CC(=O)Nc1nc2cc(N)ccc2s1
[25] CN(C)CCn1c2c(c(SCC(=O)Nc3ccccc3)nc1=O)CCCC2
[26] CN(CC(=O)Nc1ccc2c(c1)OCCO2)S(=O)(=O)c1ccc(F)cc1
[27] O=C(COC(=O)Cc1cccs1)Nc1cc(S(=O)(=O)N2CCOCC2)ccc1Cl
[28] CCCc1cc(=O)[nH]c(SCc2ccccc2Cl)n1
[29] O=C(Nc1ccc2ccccc2n1)Nc1ccccc1F
[30] CCC(C)Sc1nnc(NS(=O)(=O)Cc2ccccc2)s1 (centres undefined)

Assay by compound,21,22,23,24,25,26,27,28,29,30
Gli-Sufu block,4,0,3,2,2,-25,4,-1,-43,0
EBI2 block,·,4,-2,1,-3,-20,4,-13,15,0
697 NFkB inh,4,20,12,-9,18,5,-10,5,-21,7
Jurkat NFkB inh,10,16,11,-3,18,-3,-12,8,-57,-4
Apaf1 inhib,8,-9,-2,-9,-1,-4,11,6,5,8
UBC13 polyUb,-3,5,0,-16,3,3,-11,1,-1,-9
CCR6 antag,-12,0,4,-14,2,5,4,-1,-2,4
SENP8 block,6,6,10,5,-5,3,-12,-1,-2,-5

[31] O=C(CSc1ncn[nH]1)NCCC(c1ccccc1)c1ccccc1
[32] CCc1ccc(CN(C)C(=O)CCc2nnc(COc3ccccc3)o2)cc1
[33] O=C(NC1CCCC1)C(c1cccnc1)N(C(=O)c1csnn1)C1CC1 (centres undefined)
[34] Cc1cc2n(c(=O)c1C#N)CCCN2c1cccc(Cl)c1
[35] O=C(CCl)NCCN1C(=O)S/C(=C\c2cccnc2)C1=O
[36] O=C(N/N=C/c1cc(Br)c(O)c(Br)c1O)c1ccc2c(c1)OCCO2
[37] COc1c(O)ccc2cnn(-c3ccccc3C)c(=O)c12
[38] COc1ccc(C(=O)OCC(=O)c2c(N)n(C)c(=O)n(C)c2=O)c(OC)c1OC
[39] C=CCN1C(=O)C2(OCCCO2)c2cccc(C)c21
[40] CSc1ccccc1NC(=O)CN(c1cccc(C)c1)S(C)(=O)=O

Assay by compound,31,32,33,34,35,36,37,38,39,40
Gli-Sufu block,3,0,2,4,-4,-12,2,6,-5,-4
EBI2 block,-8,27,-21,5,-6,-1,1,-1,0,-4
697 NFkB inh,4,-41,22,-15,-2,-44,18,-7,-13,3
Jurkat NFkB inh,-7,-20,-4,7,-12,1,-4,-8,-8,-5
Apaf1 inhib,-1,-4,-3,5,-5,8,1,11,5,8
UBC13 polyUb,-9,4,-2,-10,-9,11,6,-10,-9,3
CCR6 antag,7,17,-1,5,-3,5,5,3,8,-1
SENP8 block,-8,1,2,-11,-5,-3,0,-13,-9,2

[41] Cc1ccccc1NC(=O)c1ccco1
[42] O=C(NCc1ccco1)c1ccc(Cn2c(=O)c3ccccc3n(Cc3cccc(Cl)c3)c2=O)cc1
[43] COc1ccccc1N(C)S(=O)(=O)c1ccc(C(=O)NC(C)c2ccccc2)cc1 (centres undefined)
[44] CC(Oc1ccc(C(=O)NC2CCCCC2)cc1)C(=O)O (centres undefined)
[45] Cn1c(=O)cc(OCC(=O)NCCCN2CCN(c3cccc(Cl)c3)CC2)c2ccccc21
[46] COc1cccc(C2C(C(=O)c3cc4ccccc4o3)=C(O)C(=O)N2c2cc(C)on2)c1OC (centres undefined)
[47] Cn1c(CN2CCCCC2)nc2cc(NC(=O)c3ccccc3Cl)ccc21
[48] CCOc1ccc(N2C(=O)CC(N(Cc3ccco3)C(C)=O)C2=O)cc1 (centres undefined)
[49] CCc1ccccc1Nc1ccc(C(=O)O)cc1N
[50] COc1ccccc1C1(O)CCN(C(=O)c2cccs2)CC1

Assay by compound,41,42,43,44,45,46,47,48,49,50
Gli-Sufu block,-1,12,-28,6,-7,2,3,-5,-16,-2
EBI2 block,2,18,-2,-15,-8,5,-9,4,-11,7
697 NFkB inh,-1,-32,-3,20,0,13,-25,-10,-36,-14
Jurkat NFkB inh,-3,-16,-15,-4,-4,-6,-22,-7,2,-7
Apaf1 inhib,-7,10,-16,-4,-6,9,-5,-6,-2,5
UBC13 polyUb,-6,-17,-7,0,19,-14,9,0,-2,4
CCR6 antag,13,4,15,-8,14,-12,-7,-6,16,11
SENP8 block,-6,-5,-1,2,-1,-2,-8,8,16,-8

Some of the entries so far, field by field:
(46) COc1cccc(C2C(C(=O)c3cc4ccccc4o3)=C(O)C(=O)N2c2cc(C)on2)c1OC (centres undefined)
  Gli-Sufu block = 2
  EBI2 block = 5
  697 NFkB inh = 13
  Jurkat NFkB inh = -6
  Apaf1 inhib = 9
  UBC13 polyUb = -14
  CCR6 antag = -12
  SENP8 block = -2
(47) Cn1c(CN2CCCCC2)nc2cc(NC(=O)c3ccccc3Cl)ccc21
  Gli-Sufu block = 3
  EBI2 block = -9
  697 NFkB inh = -25
  Jurkat NFkB inh = -22
  Apaf1 inhib = -5
  UBC13 polyUb = 9
  CCR6 antag = -7
  SENP8 block = -8

Continued.
[51] Cc1nn(-c2ccccc2)c(N)c1C(O)(CSc1nccn1C)C(F)(F)F (centres undefined)
[52] O=C1CN(C(=O)COC(=O)CNS(=O)(=O)c2ccccc2)c2ccccc2N1
[53] O=[N+]([O-])c1cc(C(F)(F)F)ccc1NCCc1c[nH]c2ccc(O)cc12
[54] CCn1c(=O)n(CC)c2cc(N3CCCC3)c(NC(=O)c3ccc(OC)c(Br)c3)cc21
[55] CCOC(=O)c1c(C)[nH]c(O)c1C=Nc1ccccc1
[56] COc1ccc(C)cc1NC(=O)C1CCN(S(=O)(=O)c2ccc3c(c2)NC(=O)CO3)CC1
[57] CN(C(=O)COC(=O)CSc1cc(Cl)ccc1Cl)c1c(N)n(Cc2ccccc2)c(=O)[nH]c1=O
[58] CN(CC(=O)Nc1ccc(F)cc1)C(=O)COC(=O)c1ccc(=O)n(Cc2ccccc2)n1
[59] C=CCC(CC=C)(NC(=O)c1ccccc1)c1ccccc1
[60] COCC(=O)Nc1cc(=O)n(C)c(=O)n1C
[61] CC(NC(=O)COC(=O)c1ccc([N+](=O)[O-])s1)c1ccccc1 (centres undefined)

Assay by compound,51,52,53,54,55,56,57,58,59,60,61
Gli-Sufu block,0,8,-5,7,0,4,-5,0,-3,-2,9
EBI2 block,4,7,12,9,-2,-4,7,-3,4,-3,-19
697 NFkB inh,-26,11,-63,-1,-2,-15,-24,-1,10,-1,-3
Jurkat NFkB inh,-7,0,15,1,-8,30,-14,0,-7,10,-6
Apaf1 inhib,12,0,22,19,13,2,19,-6,-1,-1,7
UBC13 polyUb,-7,-13,-22,-3,-21,-8,-4,7,-4,1,-8
CCR6 antag,-12,-5,11,-1,17,12,-1,-11,-2,8,-5
SENP8 block,-4,2,-3,-9,0,-4,-2,3,2,1,62*
